DT40 TDP1 CPT – DT40-hTDP1 cell growth loss with CPT; Potency, µM (highest dose often 46.2 µM), inactives show at the top dose activity change, negative = growth inhibition, usual class: inhibitors; actives 12% (n = 420,000); chicken DT40 Tdp1-/-;hTDP1 cells + 20 nM CPT, ATP luminescence, 48 h; AID 686979; also: nearly all actives have a fitted effect of over 55% in size
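Chicken DT40 Tdp1-/- cells stably complemented with human TDP1 were seeded at 400 cells/well in medium containing 20 nM camptothecin, exposed to pin-transferred compounds, and grown at 37 °C for at least 48 hr. Viability was read as ATP luminescence.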
FEN1 inh – blocks human flap endonuclease 1; P39748; Recombinant FEN1 flap cleavage, fluorescence, 15 min; Potency, µM (titrated, usually from 114 µM), for the others: at the top dose activity change, negative = inhibition, hits mostly inhibitors; actives 0.35% (n = 390,000); AID 588795; also: nearly all actives have a fitted effect of over 65% in size
Target sequence (P39748 whole entry, looked up): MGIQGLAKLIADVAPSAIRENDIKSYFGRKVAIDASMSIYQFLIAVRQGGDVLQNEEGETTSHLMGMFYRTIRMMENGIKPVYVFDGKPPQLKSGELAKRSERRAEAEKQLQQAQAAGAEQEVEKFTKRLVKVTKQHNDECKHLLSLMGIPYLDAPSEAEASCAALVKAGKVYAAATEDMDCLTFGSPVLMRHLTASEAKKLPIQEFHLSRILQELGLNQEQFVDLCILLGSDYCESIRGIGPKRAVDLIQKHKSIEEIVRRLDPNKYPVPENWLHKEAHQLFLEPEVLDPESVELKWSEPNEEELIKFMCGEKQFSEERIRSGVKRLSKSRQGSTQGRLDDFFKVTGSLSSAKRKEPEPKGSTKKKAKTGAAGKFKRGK
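FEN1 at 10 nM, compound pretreatment for 15 min (room temperature), 50 nM final substrate to initiate; endpoint reads at 0 and 15 min; DMSO-only plates used as vehicle background.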
N370S GC – N370S glucocerebrosidase modulation, Gaucher chaperone candidate | P04062 | N370S GC spleen homogenate, 4MU-glucoside fluorescence | Potency, µM (series often up to 59.4 µM), for the others: at the top dose activity change, negative = inhibition, actives largely listed as inhibitors | actives 0.092% (n = 330,000) | AID 2101;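 also: 0% = full enzyme activity and -100% = no enzyme basal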
Active calls of the source: *; ? = inconclusive; nt = not tested or not shown; & = joins results of further samples. Calls follow the shape of the dose curve; as a rule, active = well fitted curve in the direction sought with a large enough effect; inconclusive = small, poorly fitted or top-dose-only effect, or another doubt; inactive = no such curve, though single readings can be large; an effect the other way counts as inactive or inconclusive. Unless noted, % is scaled to controls: 0 for no effect and ±100 for the full control effect; potency is read from the fitted curve at half-maximal effect. This is a subset. The share of hits here may be higher or lower than overall.

Sample of the layout:
[1] COc1cccc(OCCn2c(-c3ccc(Br)cc3)nc3ccccc3c2=O)c1
[2] CCN(CCCNC(=O)c1cc2cc3ccc(C)cc3nc2s1)c1ccccc1
[3] Cc1ccc(-c2noc(CSc3nnc(Cc4ccccc4)n3-c3cccc(C)c3)n2)cc1
assay / compound	1	2	3
DT40 TDP1 CPT	-9%	?	?
FEN1 inh	17%	-4%	-12%&-15%
N370S GC	nt	nt	28%

Main list, previewed entries included:
[1] COc1cccc(OCCn2c(-c3ccc(Br)cc3)nc3ccccc3c2=O)c1
[2] CCN(CCCNC(=O)c1cc2cc3ccc(C)cc3nc2s1)c1ccccc1
[3] Cc1ccc(-c2noc(CSc3nnc(Cc4ccccc4)n3-c3cccc(C)c3)n2)cc1
[4] CCOC(=O)/C(C(N)=NCc1ccco1)=C(/O)c1ccccc1
[5] COc1cc(NCCCNC(C)C)c2nccc(C)c2c1
[6] COc1ccccc1CNS(=O)(=O)c1ccc(N2CCCCS2(=O)=O)cc1
assay / compound	1	2	3	4	5	6
DT40 TDP1 CPT	-9%	?	?	-9%	?	?
FEN1 inh	17%	-4%	-12%&-15%	-20%	?	-3%
N370S GC	nt	nt	28%	16%	nt	nt

[7] CCN1CCN(Cc2c(C)[nH]c3ccc(OC)cc3c2=O)CC1
[8] CCN(CC(=O)NCc1cccs1)C(=O)/C=C/c1cc(OC)ccc1OC
[9] COc1ccc(CC(=O)Nc2ccccc2N2CCCCC2)cc1OC
[10] Cc1cc(C(=O)NC2CCCN(Cc3ccc(Cl)cc3)C2)c(C)o1 (stereo unspecified)
[11] O=C(O)c1ccc2ncc(NC(=O)c3ccc(F)cc3)c(=O)n2c1
[12] COc1cc(C(=O)OCc2csc(CC(=O)Nc3ccccc3C)n2)ccc1OCC(C)C
assay / compound	7	8	9	10	11	12
DT40 TDP1 CPT	-6%	-23%	6%	?	-7%	?
FEN1 inh	4%	-15%	-4%	-10%	12%	4%
N370S GC	-4%	nt	11%	-17%	0%	?

[13] COc1ccc(S(=O)(=O)NC2CCCC2)cc1Br
[14] O=C(CN(Cc1ccco1)C(=O)CNS(=O)(=O)c1ccc(F)cc1)NCc1ccco1
[15] CCN(c1ccccc1)S(=O)(=O)c1cccc(C(=O)O)c1
[16] O=C(NCCC1=CCCCC1)C(=O)NCc1ccncc1
[17] COc1cccc(NC(=O)c2nn(-c3ccc(OC)cc3OC)c(=O)c3ccccc23)c1
[18] COC(=O)c1ccccc1NC(=O)c1ccc2c(c1)CCN2S(=O)(=O)c1ccc(C)cc1
assay / compound	13	14	15	16	17	18
DT40 TDP1 CPT	-1%	0%	-19%	-9%	-2%	-28%
FEN1 inh	-5%	4%	-2%	15%	22%	-7%
N370S GC	-1%	0%	-7%	-12%	-8%	nt

[19] Cc1cccc(CN2CCC(Oc3ccc(C(=O)N4CCCC4)cc3)CC2)n1
[20] COc1ccc(C(=O)O)cc1N1C(=O)Nc2ccccc2N1O
[21] COc1ccc(N2CCN(S(=O)(=O)CCNC(=O)Cc3ccc([N+](=O)[O-])cc3)CC2)cc1
[22] CN(NC(=O)c1ccccc1F)c1nc(C(F)(F)F)nc2ccccc12
[23] CCCCCCCCCCCCCCCC(=O)Nc1ccn(C2OC(CO)C(O)C2O)c(=O)n1 (stereo unspecified)
[24] COc1ccccc1OC(=O)Nc1ccc(Cl)cc1
assay / compound	19	20	21	22	23	24
DT40 TDP1 CPT	1%	-8%	-24%	0.21µM*	0.65µM*	-5%
FEN1 inh	?	-10%	-4%	9%	-2%	-11%
N370S GC	-3%	-9%	3%	0%	nt	5%

[25] Cc1ccc(C(=O)O)cc1NC(=O)c1ccc2c(c1)C(=O)N(c1ccc([N+](=O)[O-])cc1)C2=O
[26] O=C(CN1C2=NCCCN2c2ccccc21)c1ccc(Cl)cc1Cl
[27] COc1nc(-c2ccccc2)cc(-c2ccc(OC)c(OC)c2)n1
[28] O=C(O)/C=C/C(=O)Nc1ccc2c(c1)C(=O)c1ccccc1C2=O
[29] Cc1cc(N2CC(C(=O)O)CC2=O)ccc1Br (stereo unspecified)
[30] CCCCn1c(SCC(=O)c2ccccc2)nc2ccsc2c1=O
assay / compound	25	26	27	28	29	30
DT40 TDP1 CPT	10%	21µM*	?	9%	1%	?
FEN1 inh	14%	3%	-7%	?	8%	1%
N370S GC	-10%	6%	6%	-9%	7%	10%

Some of the entries so far, with two lines to a compound.
Results follow in this order: DT40 TDP1 CPT | FEN1 inh | N370S GC
#17 COc1cccc(NC(=O)c2nn(-c3ccc(OC)cc3OC)c(=O)c3ccccc23)c1
  -2% | 22% | -8%
#18 COC(=O)c1ccccc1NC(=O)c1ccc2c(c1)CCN2S(=O)(=O)c1ccc(C)cc1
  -28% | -7% | nt
#19 Cc1cccc(CN2CCC(Oc3ccc(C(=O)N4CCCC4)cc3)CC2)n1
  1% | ? | -3%
#20 COc1ccc(C(=O)O)cc1N1C(=O)Nc2ccccc2N1O
  -8% | -10% | -9%
#21 COc1ccc(N2CCN(S(=O)(=O)CCNC(=O)Cc3ccc([N+](=O)[O-])cc3)CC2)cc1
  -24% | -4% | 3%
#22 CN(NC(=O)c1ccccc1F)c1nc(C(F)(F)F)nc2ccccc12
  0.21µM* | 9% | 0%
#23 CCCCCCCCCCCCCCCC(=O)Nc1ccn(C2OC(CO)C(O)C2O)c(=O)n1 (stereo unspecified)
  0.65µM* | -2% | nt
#24 COc1ccccc1OC(=O)Nc1ccc(Cl)cc1
  -5% | -11% | 5%
#25 Cc1ccc(C(=O)O)cc1NC(=O)c1ccc2c(c1)C(=O)N(c1ccc([N+](=O)[O-])cc1)C2=O
  10% | 14% | -10%
#26 O=C(CN1C2=NCCCN2c2ccccc21)c1ccc(Cl)cc1Cl
  21µM* | 3% | 6%
#27 COc1nc(-c2ccccc2)cc(-c2ccc(OC)c(OC)c2)n1
  ? | -7% | 6%
#28 O=C(O)/C=C/C(=O)Nc1ccc2c(c1)C(=O)c1ccccc1C2=O
  9% | ? | -9%
#29 Cc1cc(N2CC(C(=O)O)CC2=O)ccc1Br (stereo unspecified)
  1% | 8% | 7%
#30 CCCCn1c(SCC(=O)c2ccccc2)nc2ccsc2c1=O
  ? | 1% | 10%

(further entries)
[31] Cn1/c(=N/N=C/c2ccc(Cl)c([N+](=O)[O-])c2)sc2ccccc21
[32] Brc1ccc(-c2noc(COc3ccc4ccccc4c3)n2)o1
[33] Cc1ccc(CSc2nnc(-c3ccc4c(c3)OCO4)o2)cc1
[34] Cc1ccc(NC(=O)CCCCCC2NC(=O)NC2C)cc1 (stereo unspecified)
[35] Cn1c(=O)cc(Nc2ccc(Cl)cc2)[nH]c1=O
[36] COc1ccc(OC)c(NC(=O)CCCNC(=O)c2ccc(Cl)cc2)c1
assay / compound	31	32	33	34	35	36
DT40 TDP1 CPT	-18%	-7%	-6%	-22%	?	-3%
FEN1 inh	9%	-23%	23%	-5%	-3%	-3%
N370S GC	-1%	10%	28%	4%	-17%	-3%

[37] CCN(CC(=O)Nc1ccc(NC(C)=O)cc1)C(=O)C1CC(=O)N(Cc2ccc(C)cc2)C1 (stereo unspecified)
[38] Cc1nnc(SCC(=O)NC2CCCCC2)n1C1CCCCC1
[39] Cc1cccc(-c2noc(-c3ccccc3C(=O)NCc3ccco3)n2)c1
[40] CC1(C)C(c2ccc(Cl)cc2)=[N+]([O-])C2(CCCC/C2=N\O)N1O (stereo unspecified)
[41] Cc1cccc(-c2nc(SCc3cc(=O)c4c(C)cc(C)cc4[nH]3)n[nH]2)c1
[42] COC(=O)C1CCN(C(=O)c2cc(-c3ccc(Cl)s3)nc3ccccc23)CC1
assay / compound	37	38	39	40	41	42
DT40 TDP1 CPT	-14%	15%	21µM*	-11%	?	?
FEN1 inh	-1%	7%	1%	-3%	-18%	-24%
N370S GC	-10%	11%	15%	-5%	nt	nt

[43] Cc1ccc(SCC(=O)OC(C)C(=O)Nc2ccc(S(N)(=O)=O)cc2)cc1C (stereo unspecified)
[44] CC(=O)Cn1c(CN2CC(C)CC(C)C2)nc2c1c(=O)n(C)c(=O)n2C (stereo unspecified)
[45] N#Cc1nc(-c2ccc(OCc3ccccc3Cl)cc2)oc1N1CCCCCC1
[46] Cc1ccc(N(CC(=O)NCc2ccco2)C(=O)CCC(=O)Nc2nccs2)cc1
[47] Cc1cc(C(F)F)n2nc(C(=O)NCc3ccccc3F)nc2n1
[48] O=C(NCC(=O)N1CCCCCCC1)c1cccc([N+](=O)[O-])c1
assay / compound	43	44	45	46	47	48
DT40 TDP1 CPT	1%	?	?	0%	0%	?
FEN1 inh	-1%	-1%	0%	3%	-2%	-5%
N370S GC	-19%	-2%	nt	-3%	1%	nt

[49] CCCCNCCOCCOc1ccc(F)cc1
[50] O=C(COC(=O)CN1C(=O)C2CCCCC2C1=O)NC1CCS(=O)(=O)C1 (stereo unspecified)
[51] COc1ccccc1C(=O)COC(=O)CNS(=O)(=O)c1ccc(NC(C)=O)cc1
[52] CCOc1ccc(NS(=O)(=O)c2ccc3[nH]cc(C(=O)NC4CCCC4)c(=O)c3c2)cc1
[53] NS(=O)(=O)c1ccc(CCNC(=O)Cc2ccc(S(=O)(=O)N3CCOCC3)s2)cc1
[54] CC(C)(C)NC(=O)NC(=O)CN1CCN(c2ccccc2)CC1
[55] CCC1(c2ccccc2)NC(=O)N(CC(=O)NNC(=O)COc2ccc(Cl)cc2C)C1=O (stereo unspecified)
[56] COc1ccccc1-c1cnn2c(NC3CCCC3)cc(C)nc12
assay / compound	49	50	51	52	53	54	55	56
DT40 TDP1 CPT	-27%	-3%	-13%	-1%	0%	-9%	2%	29µM*
FEN1 inh	-1%	-3%	0%	-7%	11%	17%	-5%	-5%
N370S GC	-3%	-19%	16%	nt	-5%	-2%	nt	-13%

Assay outcomes as filed in PubChem BioAssay.
